# Vc quorum ag – inducers of Vibrio cholerae quorum light production without autoinducers, primary screen, BH1578 luxS cqsA deficient, single point; V. cholerae BH1578 lux reporter, luminescence, 6 h; activation, % at 18.7 µM; 0.16% of 350,000 active; AID 588436, 2011; in the data active = activation mostly above about 9.7%, no sharp cut-off; also: not every result past the cut was called active; inactives centre near 0; reference of the scale not given here
# Mtb BioA inh – M. tuberculosis BioA enzyme inhibitors, primary screen, biochemical, plate reader, single point, HTS; purified M. tuberculosis BioA enzyme; inhibition, % at 9.99 µM; 0.096% of 360,000 active; in the data active = inhibition above about 40%
# GDH-TPI counter – GDH-TPI coupling enzyme inhibitors, primary screen, artefact control for M. tuberculosis FBA inhibitor project, biochemical, absorbance, full deck | GDH-TPI coupled enzyme counterscreen, NADH absorbance | 1.2% of 360,000 active | inhibition, % at 4.8 µM; in the data active = inhibition above about 30%;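 also: 0% = DMSO wells and 100% = wells lacking the enzyme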
# SARS 3CLpro inh – SARS-CoV 3CLpro protease inhibitors, primary screen, biochemical, quenched FRET; inhibition, % at 6 µM; Replicase polyprotein 1ab (Severe acute respiratory syndrome coronavirus), P0C6X7; recombinant SARS-CoV 3CLpro, quenched FRET peptide cleavage; 0.14% of 290,000 active; in the data active = inhibition above about 12%
# DUSP3 inh – VHR1 phosphatase inhibitors, primary screen, biochemical, absorbance, uHTS | Dual specificity protein phosphatase 3 (Homo sapiens), P51452 | recombinant VHR phosphatase, pNPP absorbance | inhibition, % at 13.3 µM | 0.52% of 290,000 active | AID 1654, 2009; in the data active = inhibition above about 50%; also: some compounds called inactive have numbers as strong as hits
# Target sequence (P51452 whole entry, looked up): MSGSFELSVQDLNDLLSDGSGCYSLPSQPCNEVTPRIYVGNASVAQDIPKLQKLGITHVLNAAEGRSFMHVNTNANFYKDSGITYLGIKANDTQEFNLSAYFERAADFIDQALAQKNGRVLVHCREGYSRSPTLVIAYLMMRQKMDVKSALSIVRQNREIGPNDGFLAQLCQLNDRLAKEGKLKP
# SSB-PriA inh – inhibitors of Klebsiella pneumoniae PriA binding to SSB C-terminal tail, primary screen, biochemical, AlphaScreen | inhibition, % at 33 µM | AID 1272365, 2023 | AlphaScreen SSBct-PriA binding, biotinylated peptide | PriA–SSB C-terminal tail interaction (Klebsiella pneumoniae) | 0.6% of 430,000 active; in the data active = inhibition mostly above about 37%, no sharp cut-off; inactive = mostly below about 20%;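 also: plate controls were negative control peptide for no effect and reference peptide for full effect; strong numbers were not always called active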
# UGM FP inh – M. tuberculosis UGM enzyme inhibitors, primary screen, biochemical, fluorescence polarization, single point | UDP-galactopyranose mutase (Mycobacterium tuberculosis (strain ATCC 25618 / H37Rv)), … | purified UGM, fluorescence polarization probe displacement | inhibition, % at 10 µM | 0.06% of 320,000 active; in the data active = inhibition above about 10%, passing the limit was not always enough
# Target sequence (P9WIQ1 whole entry, looked up): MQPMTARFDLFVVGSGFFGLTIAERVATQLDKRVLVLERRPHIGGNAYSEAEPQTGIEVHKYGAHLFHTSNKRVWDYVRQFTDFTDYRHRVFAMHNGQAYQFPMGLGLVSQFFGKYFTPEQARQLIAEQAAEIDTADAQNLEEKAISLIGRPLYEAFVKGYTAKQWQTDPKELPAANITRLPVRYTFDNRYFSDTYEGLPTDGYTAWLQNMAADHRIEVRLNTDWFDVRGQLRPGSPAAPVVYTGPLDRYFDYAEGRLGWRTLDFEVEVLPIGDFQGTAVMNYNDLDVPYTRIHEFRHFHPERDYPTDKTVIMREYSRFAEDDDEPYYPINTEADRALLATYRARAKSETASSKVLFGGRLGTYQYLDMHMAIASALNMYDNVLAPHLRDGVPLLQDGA
# FBA Mtb inh – Mtb FBA enzyme inhibitors, primary screen, biochemical, fluorescence, strain H37Rv; Fructose-bisphosphate aldolase (Mycobacterium tuberculosis (strain ATCC 25618 / H37Rv)), …; purified M. tuberculosis FBA, fluorescence read-out; inhibition, % at 1 µM; 2.3% of 360,000 active; in the data active = inhibition above about 27%;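 also: 0% = vehicle and 100% = reference inhibitor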
# Rv3671c inh – Rv3671c serine protease inhibitors, primary screen, biochemical, fluorescence polarization, M. tuberculosis H37Rv; inhibition, % at 5.96 µM; 0.048% of 320,000 active; in the data active = inhibition above about 38%;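 also: extracellular domain of Rv3671c used as enzyme; 0% = enzyme with DMSO and 100% = no enzyme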
# Target sequence (P9WHR9 whole entry, looked up, the tested form may be a part): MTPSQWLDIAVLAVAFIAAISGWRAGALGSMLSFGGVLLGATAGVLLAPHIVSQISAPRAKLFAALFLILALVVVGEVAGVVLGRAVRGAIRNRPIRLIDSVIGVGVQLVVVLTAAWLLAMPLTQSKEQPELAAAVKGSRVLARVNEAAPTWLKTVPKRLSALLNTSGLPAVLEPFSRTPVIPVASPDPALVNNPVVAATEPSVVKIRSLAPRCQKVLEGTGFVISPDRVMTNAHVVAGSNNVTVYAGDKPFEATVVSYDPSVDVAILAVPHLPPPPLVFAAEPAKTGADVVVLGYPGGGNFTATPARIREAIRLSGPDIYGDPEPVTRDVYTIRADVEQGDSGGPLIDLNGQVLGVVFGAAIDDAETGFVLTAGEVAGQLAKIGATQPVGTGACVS
# MazEF act – activators of E. coli MazEF toxin-antitoxin RNase, primary screen, biochemical, fluorescence, uHTS. Endoribonuclease toxin MazF (Escherichia coli (strain K12)), P0AE70. FAM/BHQ RNA-DNA oligo cleavage fluorescence, 5 h. activation, % at 20 µM. 0.32% of 350,000 active; in the data active = activation above about 50%
# The depositor's hits bear a star; i = inactive; / = no result given; & = joins results of further samples. Some of the compounds tested; count on the stated rates, not on these rows.
# Start of the data: the first 8 compounds (preview)
# Values run as follows: Vc quorum ag	Mtb BioA inh	GDH-TPI counter	SARS 3CLpro inh	DUSP3 inh	SSB-PriA inh	UGM FP inh	FBA Mtb inh	Rv3671c inh	MazEF act
> CC(C)CC1C(=O)N(Cc2cn(Cc3ccco3)nn2)CCS(=O)(=O)N1Cc1ccc(-c2cccc(CO)c2)cc1 (centres undefined)
    -0.5	-0.6	-5	/	/	/	/	-2	/	0
> COc1ccc(C2CC(C(F)(F)F)n3ncc(C(=O)Nc4c(C)n(C)n(-c5ccccc5)c4=O)c3N2)cc1 (centres undefined)
    -2.0	3.5	-2	-5	27	6	2.1	-1	7	5
> Cc1ccc(S(=O)(=O)NNC(=O)c2csnn2)cc1
    -0.1	/	6	1	-5	-18	1.5	3	-1	6
> O=C(NCCO)Nc1ccc(Cl)cc1
    -2.3	/	7	5	34	-7	0.0	1	-11	-2
> COC(=O)C1=C(c2cc3ccccc3o2)C[C@@H]2CC[C@H]1N2C(=O)NCc1ccco1
    i	-1.5	10	/	/	-9	-1.2	3	-6	1
> CCCCn1c(N)c(N(CCOC)C(=O)c2nn(CC)c(=O)c3ccccc23)c(=O)[nH]c1=O
    i	-0.6	10	/	/	6	2.4	3	4	-1
> CCn1cc(/C=N\NC(=O)Cc2ccc(Cl)cc2)cn1
    -0.2	/	9	2	-8	/	2.1	0	-12	11
> CCCCn1c(=O)c(C=Nc2ccc(Cl)cc2)c(O)n(Cc2ccco2)c1=O
    -0.4	/	11	2	-2	-21	-0.4	2	0	-29

# The list itself, from the start:
# Values run as follows: Vc quorum ag	Mtb BioA inh	GDH-TPI counter	SARS 3CLpro inh	DUSP3 inh	SSB-PriA inh	UGM FP inh	FBA Mtb inh	Rv3671c inh	MazEF act
> CC(C)CC1C(=O)N(Cc2cn(Cc3ccco3)nn2)CCS(=O)(=O)N1Cc1ccc(-c2cccc(CO)c2)cc1 (centres undefined)
    -0.5	-0.6	-5	/	/	/	/	-2	/	0
> COc1ccc(C2CC(C(F)(F)F)n3ncc(C(=O)Nc4c(C)n(C)n(-c5ccccc5)c4=O)c3N2)cc1 (centres undefined)
    -2.0	3.5	-2	-5	27	6	2.1	-1	7	5
> Cc1ccc(S(=O)(=O)NNC(=O)c2csnn2)cc1
    -0.1	/	6	1	-5	-18	1.5	3	-1	6
> O=C(NCCO)Nc1ccc(Cl)cc1
    -2.3	/	7	5	34	-7	0.0	1	-11	-2
> COC(=O)C1=C(c2cc3ccccc3o2)C[C@@H]2CC[C@H]1N2C(=O)NCc1ccco1
    i	-1.5	10	/	/	-9	-1.2	3	-6	1
> CCCCn1c(N)c(N(CCOC)C(=O)c2nn(CC)c(=O)c3ccccc23)c(=O)[nH]c1=O
    i	-0.6	10	/	/	6	2.4	3	4	-1
> CCn1cc(/C=N\NC(=O)Cc2ccc(Cl)cc2)cn1
    -0.2	/	9	2	-8	/	2.1	0	-12	11
> CCCCn1c(=O)c(C=Nc2ccc(Cl)cc2)c(O)n(Cc2ccco2)c1=O
    -0.4	/	11	2	-2	-21	-0.4	2	0	-29
> Cc1cccc(NS(=O)(=O)c2cccc3nonc23)c1
    -0.5	/	-3	-1	12	-4	-0.2	-2	-6	-3
> CC(Oc1ccccc1)C(=O)NCc1cccnc1 (centres undefined)
    -0.5	-0.6	10	0	27	-16	2.4	3	-5	-11
> Cc1cccc(NC(=O)CSc2nnc(CNC(=O)c3cccs3)o2)c1C
    -0.4	2.2	-7	6	8	-11	-0.7	1	-6	1
> Cc1cc(NS(=O)(=O)c2cc(Cl)sc2Cl)no1
    1.9	-0.3	5	-3	10	-2	-0.1	7	-2	-8
> CC1CN(C(c2ccco2)c2sc3ncnn3c2O)CC(C)O1 (centres undefined)
    -0.9	-1.6	10	-2	5	1	-0.4	0	5	2
> O=c1onc(-c2ccccc2)n1Cc1ccc([N+](=O)[O-])cc1
    -5.6	0.7	11	/	/	/	/	0	/	3
> Cc1ccc(N(C(=O)CCC(=O)Nc2cc(C)on2)C(C(=O)NC2CCCC2)c2ccncc2)cc1 (centres undefined)
    -2.0	-0.8	-7	-3	19	2	1.4	6	8	8
> CCC1Oc2ccccc2N(CC(=O)NC2CCCCC2)C1=O (centres undefined)
    -1.2	-1.1	-5	0	-8	-7	0.8	1	-3	-4
> COC(=O)c1cc2oc(C)cc2n1CC(=O)N(C)c1ccccc1
    -1.1	1.3	-1	2	-20	-5	-1.2	-3	0	-3
> N#Cc1nc(COc2ccc(F)cc2)oc1N1CCCC1
    /	-3.4	6	2	-8	25	-3.0	1	1	5
> O=C(/C=C/c1ccc(OCCCF)cc1)N1CCN(Cc2ccccc2)CC1
    i	-0.3	11	-2	/	-6	2.1	-1	-14	2
> COC(=O)[C@@]12CCCCN1[C@H](c1ccc(-c3ccc(F)cc3)cc1)[C@@H]1C(=O)N(C)C(=O)[C@@H]12
    -3.7	-0.5	-2	/	/	9	1.9	0	-14	-2
> CCOC(=O)N1CCC(N2CCN(S(=O)(=O)c3ccc([N+](=O)[O-])cc3)CC2)CC1
    i	3.4	1	3	-3	6	0.6	0	-4	5
> COc1ccc(-n2c(SCC(N)=O)nnc2-c2cccnc2)cc1
    i	5.5	8	-6	4	5	-1.5	0	4	5
> CC1=C(C(=O)N(C)C)CC(CC(=O)NCCN2CCOCC2)C(=O)N1Cc1ccc(C(C)(C)C)cc1 (centres undefined)
    -1.1	1.1	2	/	/	/	/	-3	/	9
> CCCCC(NC(=O)c1cccc(Br)c1)C(=O)O (centres undefined)
    -0.4	/	-6	6	-5	-4	-0.6	4	9	2
> COc1ccc(C2=C(C#N)C(=O)OC2)cc1
    i	0.2	-6	-3	23	-7	-1.4	2	-1	0
> Cc1cccc(-c2nc(CS(=O)CC(=O)NCCc3ccc(Cl)cc3)c(C)o2)c1 (centres undefined)
    i	/	8	5	29	-2	1.5	2	-4	4
> Cc1cc(C)c(C(=O)COC(=O)Cn2nc(-c3ccccc3)oc2=O)cc1C
    -0.4	0.0	18	/	/	-4	3.0	-2	-6	-9
> COCCN1CSC(=S)N(Cc2ccco2)C1
    -0.2	/	-7	-2	25	-11&-8	-3.3	-3	-4	1
> CN(c1ccccc1)S(=O)(=O)c1cccc(NC(=O)c2cc3ccccc3oc2=O)c1
    -0.6	-7.4	-5	1	7	1	-1.2	2	-1	-13
> NC(=O)CSc1nnc(Cc2csc(Nc3ccccc3)n2)n1Cc1ccccc1
    10	5.8	0	-2	-20	2	0.7	1	0	-12
> COc1ccc(S(=O)(=O)Oc2ccccc2C(N)=O)cc1
    -0.3	-0.2	2	/	/	-11	/	3	/	3
> O=C(COC(=O)COc1ccccc1)Nc1ccc(Br)cc1Br
    -1.1	-2.5	8	/	/	-9	-0.2	-2	4	12
> O=C(O)C1CCCN(S(=O)(=O)c2ccc(-c3ccc(=O)[nH]n3)s2)C1 (centres undefined)
    -0.1	-0.5	-2	4	12	4	1.5	1	0	13
> O=C(CSc1ccc(F)cc1)Nc1ccccc1N1CCOCC1
    i	1.2	13	2	2	-24	4.8	1	-2	4
> O=C(/C=C/c1ccccc1)c1ccccn1
    i	-0.3	-2	3	28	-20	-0.9	3	4	1
> COc1ccc(N=C2SCC(c3ccc([N+](=O)[O-])cc3)=NN2CCO)cc1
    -1.0	/	15	10	0	25	-2.3	-11	4	7
> O=C(COC(=O)c1ccc2ncsc2c1)Nc1ccccc1Cl
    -1.4	-0.8	-5	/	/	-3	1.3	-2	3	-7
> COc1cccc(CC(O)CC2c3c(cc4c(c3OC)OCO4)CCN2C)c1 (centres undefined)
    -0.3	0.1	0	/	/	-2	/	-1	/	5
> CCOc1ccc(/C=N/NC(=S)NC2CC3CC2C2C=CCC32)cc1 (centres undefined)
    -0.4	-1.5	6	-3	-14	/	2.4	4	7	-4
> O=C(N/N=C/c1ccoc1)c1ccc(Cl)cc1
    -7.7	6.5	4	-2	10	/	-1.6	-1	1	-14

# Following part:
Compound | Vc quorum ag | Mtb BioA inh | GDH-TPI counter | SARS 3CLpro inh | DUSP3 inh | SSB-PriA inh | UGM FP inh | FBA Mtb inh | Rv3671c inh | MazEF act
N#Cc1cc2c(nc1SCc1cccnc1)CCCC2 | -2.5 | / | 1 | -1 | 15 | -16 | 0.1 | 0 | -9 | -5
Cc1ccnc(SC2CC(=O)N(c3ccc(Br)cc3)C2=O)n1 (centres undefined) | 0.5 | 2.1 | -8 | 1 | 19 | -16 | 1.4 | 5 | / | 3
O=C(NCc1ccco1)c1cccc(NS(=O)(=O)c2cccc(F)c2)c1 | 3.3 | / | 0 | -2 | -3 | -3&-2 | 1.0 | 4 | 4 | 0
C[C@H](O)[C@@H]1CN2CCc3c([nH]c4ccc(-c5ccc6c(c5)OCO6)cc34)[C@@H]2C[C@@H]1N(C)C(=O)Nc1ccc(F)cc1 | -0.5 | -1.8 | -3 | / | / | / | / | 6 | / | -1
CCc1ccccc1NC(=O)NC1CCCCC1 | -0.7 | 0.0 | 10 | -2 | -32 | -6 | 3.2 | 1 | -3 | -8
CCOC(=O)CCCCCC(=O)Nc1ccc2c(c1)C(=O)N([C@H](C)CO)C[C@@H](C)[C@H](CN(C)S(=O)(=O)c1cn(C)cn1)O2 | i | -0.1 | 1 | / | / | 0 | -0.6 | 2 | 12 | 6
Cc1ccccc1SCC(=O)Nc1cc(C(F)(F)F)ccc1N1CCOCC1 | -0.6 | -0.9 | -5 | / | / | -8 | 4.4 | 3 | -4 | -2
CC(=O)Nc1sc2c(c1C(c1ccncc1)N1CCOCC1)CCCC2 (centres undefined) | i | / | -4 | -4 | 1 | -2 | -0.9 | 1 | -1 | 9
COc1ccc(/C(C)=N/NC(=O)c2nnn(-c3nonc3N)c2-c2cccs2)cc1OC | -0.4 | -0.6 | -4 | 2 | 4 | / | 0.0 | -7 | 6 | 5
CN(CC(=O)Nc1ccc(F)c(F)c1F)C(=O)c1cc(S(=O)(=O)N(C)C)ccc1N1CCCC1 | i | -0.9 | 3 | / | / | 2 | / | -1 | / | 3
O=C(c1ccc(Br)cc1)N(Cc1nc2ccccc2c(=O)[nH]1)C1CCCC1 | -0.2 | 2.9 | -1 | 5 | 43 | -4 | -0.7 | -1 | 3 | -10
COc1ccc(C(=O)OCCN2CCOCC2)cc1 | -0.3 | -1.0 | 1 | 0 | 31 | -14 | -0.4 | -1 | -3 | 14
CC(=O)NC(Cc1ccccc1C)C(=O)NC1CCN(c2nnnn2-c2ccccc2)CC1 (centres undefined) | -0.4 | -0.8 | 11 | 1 | -19 | 4 | -0.8 | -2 | 7 | -2
Cc1cccc(-c2nc(CS(=O)CC(=O)NC3CCCC(C)C3C)c(C)o2)c1 (centres undefined) | -0.1 | -0.5 | -1 | -3 | 2 | -1 | 0.1 | 3 | -1 | 5

# From PubChem
